# TEAD-YAP block = TEAD-YAP interaction inhibition; HEK-TIYL cells, TEAD-Gal4/YAP UAS-luciferase luminescence; inhibition, % at 9.12 µM; 1.4% of 640,000 active; AID 1259422; in the data active = inhibition above about 32%;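 note: 0% = median of test compound wells and 100% = reference inhibitor wells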
# MITF inh = human MITF inhibition, primary screen; O75030; AlphaScreen MITF homodimerization, bead proximity signal; inhibition, % at 2.6 µM; 0.91% of 650,000 active; in the data active = inhibition above about 50%;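 note: 0% = vehicle wells with protein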
# Target sequence (O75030 whole entry, looked up): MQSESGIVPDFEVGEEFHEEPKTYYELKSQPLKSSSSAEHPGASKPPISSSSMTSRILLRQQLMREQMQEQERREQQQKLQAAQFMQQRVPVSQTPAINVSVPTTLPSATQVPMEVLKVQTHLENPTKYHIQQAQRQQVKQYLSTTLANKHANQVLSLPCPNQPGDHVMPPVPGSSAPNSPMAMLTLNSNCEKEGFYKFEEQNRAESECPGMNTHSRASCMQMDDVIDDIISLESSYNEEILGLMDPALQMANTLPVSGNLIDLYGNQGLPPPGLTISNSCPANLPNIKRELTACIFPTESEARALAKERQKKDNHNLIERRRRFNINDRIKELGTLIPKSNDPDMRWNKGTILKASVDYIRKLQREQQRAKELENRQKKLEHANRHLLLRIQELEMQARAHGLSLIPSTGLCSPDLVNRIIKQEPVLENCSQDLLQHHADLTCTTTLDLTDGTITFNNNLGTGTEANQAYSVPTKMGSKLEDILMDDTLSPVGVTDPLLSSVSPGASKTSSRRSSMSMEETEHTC
# FBW7 act = activators of human E3 ligase FBW7. AlphaScreen FBW7–phospho-cyclin E peptide binding, activator screen. Q969H0. 0.13% of 650,000 active. normalized activity (activation), % at 26.1 µM; in the data active = normalized activity above about 1.9%;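 note: purified mutant Fbw7 with reduced substrate affinity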
# GPR151 ag = activates the human receptor GPR151. PathHunter beta-arrestin GPR151 cells, luminescence. activation, % at 11.2 µM. 1% of 650,000 active; in the data active = activation above about 4.9%;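 note: 0% = median of compound wells and 100% = cells with positive control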
# Target sequence (Q8TDV0 whole entry, looked up): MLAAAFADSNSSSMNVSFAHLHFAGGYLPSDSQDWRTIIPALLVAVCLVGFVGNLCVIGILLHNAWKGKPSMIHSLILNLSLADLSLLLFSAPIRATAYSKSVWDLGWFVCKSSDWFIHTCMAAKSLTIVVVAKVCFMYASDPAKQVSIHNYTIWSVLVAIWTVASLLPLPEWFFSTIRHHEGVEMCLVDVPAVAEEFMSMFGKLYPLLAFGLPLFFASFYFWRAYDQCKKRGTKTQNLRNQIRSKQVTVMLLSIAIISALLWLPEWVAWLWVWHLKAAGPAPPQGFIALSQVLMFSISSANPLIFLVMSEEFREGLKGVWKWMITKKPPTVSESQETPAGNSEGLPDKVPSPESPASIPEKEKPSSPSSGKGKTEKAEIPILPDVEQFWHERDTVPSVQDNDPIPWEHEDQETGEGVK
# * hit, by the source's call; & = joins results of further samples.
SMILES,TEAD-YAP block,MITF inh,FBW7 act,GPR151 ag
CCOC(=O)c1c(NC(=O)c2ccco2)sc2c1CCC(C)C2 (configuration not stated),5.3,10.3,-0.1,0.6
O=C(COc1ccc(Cl)cc1)NCCc1csc2nc(-c3ccc(F)cc3)nn12,-8.2,-16.5,0.5,-0.4
CCCCNC(=O)/C(=C/c1ccccc1)NC(=O)c1ccccc1I,9.3,9.2,0.1,0.3
O=c1oc2ccccc2cc1-c1csc(-c2ccc(Cl)cc2)n1,-1.6,-13.9,-0.1,0.1
O=C(CN(CC(=O)NCCc1ccccc1)c1nc2ccccc2s1)NCCc1ccccc1,4.6,-5.1,0.0,3.0
CCOC(=O)c1cccc(C(=O)Nc2ccc(C)cc2[N+](=O)[O-])n1,1.7,6.4,-0.1,2.1
CCCCCC1CC(=O)C=C(C)C1C(=O)OC (configuration not stated),3.6,-2.9,-0.1,-0.4
O=C1N[C@@H](Cc2cnc[nH]2)C(=O)N2CCN(Cc3cccs3)C[C@H]12,5.8,6.9,0.2,0.7
CC(C)(C)c1cc(C(=O)CSc2nc3ccccc3[nH]2)cc(C(C)(C)C)c1O,-6.6,3.8,0.1,0.3
COCC(C)NC(=O)c1cc(Cl)ccc1OC (configuration not stated),9.3,9.2,0.1,0.0
COc1cccc(/C=C2/C(=N)N3OC(C)=CC3=NC2=O)c1,-2.1,3.3,0.2,1.1
CC(C)(C(=O)N1CCCC1c1nc(-c2cccnc2)n[nH]1)c1ccc(Cl)cc1 (configuration not stated),4.7,0.8,0.0,0.7
COc1ccc2[nH]c(=O)c(CN(C(C)=O)c3ccccc3OC)cc2c1,-3.0,15.2,0.4,0.6
O=C(c1ccc(I)cc1)N1CCN(c2ccc([N+](=O)[O-])cc2)CC1,5.1,-6.4,-0.1,0.7
COc1ccc(C(=O)Nc2c3c(nn2C(C)(C)C)CS(=O)C3)cc1OC (configuration not stated),1.5,-2.0,0.0,0.3
COc1ccc(-c2noc(CNC(=O)COc3cccc(C)c3)n2)cc1,-3.0,-6.0,0.2,-1.6
Cc1noc(C)c1-c1cc(Nc2ccc(Oc3ccccc3)cc2)ncn1,-1.5,2.4,0.0,2.1
O=C(Nc1cccc(Br)c1)c1cccs1,-22.3,3.9,0.1,-1.2
CSc1cccc(NC(=O)c2oc(=O)c3ccccc3c2-c2ccccc2)c1,-8.2,11.3,0.0,0.0
CC1=C(C(=O)N2CCC(N3CCCCC3)CC2)C2(CCCCC2)OC1=O,7.7,6.4,0.9,-0.4
Fc1ccc(Nc2nc3nonc3nc2N2CCCC2)cc1,6.7,7.9,-0.1,0.8
CCC1(CCC(=O)NCc2nc3c(s2)CCCC3)CCC(=O)N1 (configuration not stated),2.5,-5.4,-0.2,-1.5
O=C(NCc1c(-c2ccc(F)cc2)nc2n1CCS2)C12CC3CC(CC(C3)C1)C2,6.0,3.0,0.1,-1.0
CC(C)C(=O)Nc1nc(-c2ccc(Br)cc2)cs1,-38.3,3.9,0.0,2.4
COc1nc(Nc2ncc(O)[nH]2)nc2ccc(C)cc12,-2.3,11.1,0.0,0.3
SMILES,TEAD-YAP block,MITF inh,FBW7 act,GPR151 ag
Cc1ccc(S(=O)(=O)N2N=C3CCCCC3C2C(C)C)cc1 (configuration not stated),0.7,8.9,0.0,0.8
CCOC(=O)C1=C(C)NC(C)=C(C(=O)OCC)C1c1ccccc1/C=C/C(=O)OC(C)(C)C,3.6&1.9,6.1&19.7&16.6,-0.1&0.1&0.3,-1.8&0.2&0.2
CCN(CC)Cc1ccc(NC(=O)c2cccc(I)c2)cc1,-8.8,20.0,0.3,-3.6
Cc1cc(C)cc(OCCOCCNCCN)c1,8.3,22.4,-0.2,2.1
Cc1ccccc1NC(=O)C1C2C=CC3(O2)C1C(=O)N(CC(C)C)C3C(=O)NC(C)(C)C (configuration not stated),10.4,6.7,0.2,-0.2
O=C(Nc1cccc2ncccc12)c1sc2ccccc2c1Cl,-3.4,-14.4,-0.1,0.6
CCOC(=O)C1=C(C)NC2=C(C(=O)CCC2)C1c1ccsc1 (configuration not stated),14.8,4.7,0.1,0.3
O=C(CN1CC(=O)Oc2ccccc21)NCC1CCCO1 (configuration not stated),-18.1,2.6,0.4,13.2*
COCCNC(=O)c1cn(C2CCCCC2)c(=O)c2c1c1ccccc1n2C,11.1,9.3,0.1,-0.9
CCc1cccc(C)c1NC(=O)c1nccnc1C(=O)O,-4.9,8.8,1.3,-0.1
O=C1OC(c2cccs2)=N/C1=C\c1ccc(Cl)cc1Cl,-0.6,-21.1,0.0,1.7
Cc1ccc(C(=O)CCNc2ccc(I)cc2)o1,4.6,2.5,-0.1,1.1
CCCCSc1nnc2c(n1)OC(c1cccc(OC)c1OCC(=O)O)Nc1ccccc1-2 (configuration not stated),-27.8,3.0,0.1,0.8
Cc1cc(NC(c2cccnc2)c2c(C)[nH]c3ccccc23)no1 (configuration not stated),7.2,-3.2,0.1,1.9
COc1ccc(-c2nc3ccccc3c(=O)n2NCc2ccc(C(C)C)cc2)cc1OC,-13.9,-0.3,0.0,0.0
CCc1ccc(NC(=O)CN2CCC(c3nc4ccccc4[nH]3)CC2)cc1,4.5,14.7,1.1,-0.3
Cc1ccc(OCCCC(=O)Nc2nc(C)c(C)s2)c(C)c1,-5.5,6.8,0.2,-0.4
O=C(NCCO)C(=O)Nc1nccs1,5.7,3.6,-0.3,1.0
Cc1ccc(N2C(=O)C(Cl)=C(Nc3cccc(O)c3)C2=O)c(C)c1,35.7*,31.6,0.5,-1.1
NC(=O)c1oc2ccc(Cl)cc2c1NC(=O)c1ccccc1,14.4,-7.0,-0.1,0.6
O=C1CCC(C(=O)N2CCC(CO)(Cc3ccc(Cl)cc3)CC2)=NN1,-13.5,-6.1,0.0,0.6
Cc1[nH]n(-c2ccccc2)c(=O)c1C1(C(F)(F)F)NC(=O)N(C)C1=O (configuration not stated),-12.5,1.4,-0.3,-0.5
Cn1c(=O)c2nc(SCCN3CCCCCC3)n(C)c2n(C)c1=O,1.0,-1.6,0.0,3.1
COc1cccc(NC(=O)N2CCC3(CC2)OCc2cc(OC)ccc2O3)c1,8.7,0.0,0.2,-0.3
C=CCOC(=O)COc1ccc2c(=O)c(Oc3cccc(OC)c3)c(C)oc2c1,-1.7,-3.3,0.4,0.0
SMILES,TEAD-YAP block,MITF inh,FBW7 act,GPR151 ag
O=C1C(=O)N(c2ccccc2)c2ccccc21,12.8,1.1,0.1,-1.4
Cc1csc(SCc2cc(=O)c(OC(=O)c3cccc(C(F)(F)F)c3)co2)n1,-8.7,4.4,-0.2,-1.8
NC(=O)c1ccccc1Nc1nccc(-c2ccccc2)n1,39.7*,11.6,-0.4,-1.5
COc1ccc(NC(=O)CSc2nnc(CNC(=O)c3cccs3)n2-c2cccc(C)c2)cc1,10.9,2.8,-0.1,0.4
O=C(Nc1c2c(nn1-c1ccc(F)cc1)CS(=O)C2)c1ccc2ccccc2c1 (configuration not stated),5.6,-1.6,-0.1,1.9
CN(C)CCN(C(=O)c1ccc(Oc2ccccc2)cc1)c1nc2ccccc2s1,-1.5,7.1,0.0,0.2
Cn1c(=NC(=O)CS(=O)(=O)c2ccccc2)sc2ccccc21,-25.1,12.2,0.0,5.0*
COc1cccc(/C=C/C(=O)Nc2cc(C)nn2-c2nc3ccccc3[nH]2)c1,-15.2,12.0,0.6,-2.2
CC1(C)CC(=O)C2=C(C1)N(c1ncn[nH]1)C(N)=C(C#N)C2c1cccc(Br)c1 (configuration not stated),5.6,-6.7,-0.1,-1.7
CC1CCCC(C)N1C(=O)CSc1nnc(NCc2ccccc2)s1 (configuration not stated),10.3,-1.2,0.1,1.0
CC(C)N1CCN(Cc2ccc(-c3ccccc3Cl)o2)CC1CCO (configuration not stated),10.7,8.3,0.1,-0.7
CC1CCCC(C)N1C(=O)CN1c2cccc3cccc(c23)S1(=O)=O (configuration not stated),-1.0,-0.6,-0.1,-0.5
COC(=O)c1c(NC(=O)COc2ccc(Br)cc2Br)sc2c1CCC(C)C2 (configuration not stated),-4.2,-7.3,0.0,-1.3
CN(C(=O)c1cc(S(=O)(=O)N2CCOCC2)c(Cl)cc1Cl)C1CCCCC1,2.6,4.8,0.1,1.7
Nc1nnc(SC(c2ccccc2)c2ccccc2)s1,3.3,22.2,1.0,0.4
CN(C)c1ccc(/C=N/NC(=O)c2ccc(O)cc2)cc1,-15.6,10.8,0.1,-0.3
Cc1ccc(Cl)cc1Nc1nnc(C)c(=O)[nH]1,13.2,3.3,0.0,-1.0
COc1cc([N+](=O)[O-])ccc1NC(=O)c1oc(=O)c2ccccc2c1-c1ccc(C)cc1,-5.0,9.4,0.2,5.7*
O=C(c1ccc(Cl)cc1)N1CCN=C1SCc1cccnc1,-15.1,-6.3,0.0,-0.6
COc1ccc(Cc2cnc(NC(=O)c3sc4ccccc4c3Cl)s2)cc1,48.2*,-21.9,0.0,2.2
COc1cc(OC)c(NC(=O)Nc2c(C)n(C)n(-c3ccccc3)c2=O)cc1Cl,-4.3,-2.6,-0.1,0.6
Cc1ccc(NC(=O)c2cccc([N+](=O)[O-])c2C)cc1,-5.5,-2.6,-0.1,3.8
CCc1c(-c2ccccc2)[nH]c2nc3c(c(=O)n(C)c(=O)n3C)n12,13.8,7.4,0.3,-0.3
O=C(c1ccc(-n2nnc3ccccc3c2=O)cc1)N1CCN(Cc2ccccc2)CC1,5.9,6.9,0.2,-1.1
CCCOc1ccccc1/C=N/NC(=O)C(OC)c1ccccc1 (configuration not stated),-9.5,-7.7,0.1,0.3

# Rewritten with two lines to a compound: part of the list above.
# Each structure is followed by: TEAD-YAP block | MITF inh | FBW7 act | GPR151 ag
Cn1c(=NC(=O)CS(=O)(=O)c2ccccc2)sc2ccccc21
  -25.1 | 12.2 | 0.0 | 5.0*
COc1cccc(/C=C/C(=O)Nc2cc(C)nn2-c2nc3ccccc3[nH]2)c1
  -15.2 | 12.0 | 0.6 | -2.2

# New compounds follow.
SMILES,TEAD-YAP block,MITF inh,FBW7 act,GPR151 ag
CN(C)CC(C)(O)c1ccc2c(c1)CN(C(=O)CCc1nc3ccc(F)cc3[nH]1)CCO2 (configuration not stated),1.9,9.2,0.0,-0.2
Cc1ccc(-c2nnc(NC(=O)C(Br)C(C)C)s2)cc1 (configuration not stated),1.8,8.4,0.0,1.1
Cc1ccc(C)c(CN2C(=O)COc3ccccc32)c1,-4.8,19.8,1.0,-1.2
C/C(=N\N=C\c1cccnc1)c1nnn(-c2nonc2N)c1C,1.5,-1.9,0.2,-0.5
CC(=O)c1cc2c(=O)n3c(nc2[nH]c1=O)CCC3,0.4,6.3,-0.1,0.7
COc1ccc(NC(=O)c2oc(C)nc2C)c(OC)c1,-4.1,5.9,0.0,0.0
CN(C(=O)Cn1cc(C=O)c2ccccc21)c1ccccc1,7.2,1.7,0.0,0.1
Cc1ccc(C(=O)N2CCC(Oc3cccc(CN(C)Cc4ncc[nH]4)c3)CC2)s1,5.5,3.4,0.0,-1.2
COCCn1nnnc1C(c1cc2cccc(C)c2[nH]c1=O)N1CCCCC1 (configuration not stated),4.7,-0.5,-0.1,5.2*
Cc1cccc2c1-c1sc(C(=O)N3CCCC3)cc1CO2,-42.5,-16.2,0.2,1.2
Cc1ccc(S(=O)(=O)NC(=O)NC(=O)N(C)S(=O)(=O)c2ccc(C)cc2)cc1,2.5,-12.7,0.0,-1.2
COc1ccc(CNc2ncnc3c2cnn3-c2ccc(C)cc2C)cc1,-19.9,4.0,0.1,1.6
CC(NC(=O)CCc1nnc(CCCc2ccccc2)o1)c1ccccc1 (configuration not stated),-33.0,8.8,-0.1,-0.4
COc1ccc(/C=C/C(=O)Nc2sc(C)c(C)c2C(=O)O)cc1,20.8,2.1,-0.1,-0.1
CC1CC(C)(C)NC(=S)N1CCC(=O)Nc1ccc(Cl)cc1 (configuration not stated),-4.5,-2.8,-0.2,0.8
Cc1ccc(-n2nc3c(c2NC(=O)c2ccco2)CSC3)c(C)c1,3.1,14.9,0.1,-0.8
CCOC(=O)N1CCC(N2C(=O)c3cc(C(=O)NCc4cccs4)ccc3C2O)CC1 (configuration not stated),-11.2,-11.3,0.1,0.2
Cc1ccc(NC(=O)c2cc3ccccc3o2)c(C)c1,-37.6,-11.3,0.1,-0.2
CCN1CCN(c2nc3c(c(=O)[nH]c(=O)n3C)n2CC(=O)c2ccccc2)CC1,-3.0,-0.9,0.1,0.8
CCOC(=O)c1cccc(NC(=O)c2oc(=O)c3ccccc3c2-c2ccccc2)c1,-4.7,4.6,0.0,0.1

# 3 of these compounds in another layout.
# Each structure is followed by: TEAD-YAP block	MITF inh	FBW7 act	GPR151 ag
- Cc1ccc(-c2nnc(NC(=O)C(Br)C(C)C)s2)cc1 (configuration not stated)
 : 1.8	8.4	0.0	1.1
- COc1ccc(CNc2ncnc3c2cnn3-c2ccc(C)cc2C)cc1
 : -19.9	4.0	0.1	1.6
- COCCn1nnnc1C(c1cc2cccc(C)c2[nH]c1=O)N1CCCCC1 (configuration not stated)
 : 4.7	-0.5	-0.1	5.2*

# Laid out differently: entries from further up
# Every second line gives: TEAD-YAP block | MITF inh | FBW7 act | GPR151 ag
- Cc1ccc(-c2nnc(NC(=O)C(Br)C(C)C)s2)cc1 (configuration not stated)
  1.8 | 8.4 | 0.0 | 1.1
- Cc1ccc(C)c(CN2C(=O)COc3ccccc32)c1
  -4.8 | 19.8 | 1.0 | -1.2
- C/C(=N\N=C\c1cccnc1)c1nnn(-c2nonc2N)c1C
  1.5 | -1.9 | 0.2 | -0.5
- CC(=O)c1cc2c(=O)n3c(nc2[nH]c1=O)CCC3
  0.4 | 6.3 | -0.1 | 0.7
- COc1ccc(NC(=O)c2oc(C)nc2C)c(OC)c1
  -4.1 | 5.9 | 0.0 | 0.0

# From PubChem BioAssay
